# mHTT CaM bind: disrupts binding of mutant huntingtin to calmodulin. P42858. hit rate 3.6% among 190,000. AlphaScreen His-mHTT/GST-CaM binding, luminescence. inhibition, % at 15 µM. AID 1671202;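 also: 0% = both proteins with DMSO and 100% = one protein alone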
# Pf apPOL inh: Pf-apPOL DNA polymerase inhibition; Recombinant Pf-apPOL, molecular beacon fluorescence, 1.5 h; inhibition, % at 10 µM; hit rate 0.25% among 210,000
# An asterisk follows results filed as active; . = no result given; & = joins results of further samples. Rule as the data show it: active = inhibition above about 50%; inactive = the rest. These rows are one share of the data. The share of hits here may be higher or lower than overall.
# Values run as follows: mHTT CaM bind	Pf apPOL inh
O=C(CSC1CN(C(c2ccccc2)c2ccccc2)C1)NN=Cc1ccccc1
 : .	-15
CC(=O)COc1ccc2c(c1C)OC(=Cc1ccco1)C2=O
 : 22	2
CNc1ccccc1C(=O)NCc1ccco1
 : .	-17&-22
Cc1ccc(NC(=O)c2nn(-c3ccc(Cl)cc3)c(=O)c3ccccc23)cc1F
 : 0	-1
O=C(C1CCCC1)N1CCN=C1SCc1cccc(C(F)(F)F)c1
 : -10	-4
Cc1cccc(S(=O)(=O)N2CCC(c3cc(N)on3)CC2)c1
 : 5	1
COc1ccc(C(=O)Nc2cc3nn(-c4ccccc4)nc3cc2C)cc1[N+](=O)[O-]
 : 1	-5
COc1cc(C2C(C#N)=C(N)Oc3n[nH]c(-c4ccncc4)c32)cc(OC)c1OC (stereo unspecified)
 : 4	-6
Cc1ccc(S(=O)(=O)ON2C(=O)c3ccccc3C2=O)cc1
 : -340	6
Cc1ccccc1NS(=O)(=O)c1ccc2c(c1)CCN2C(=O)C1CC1
 : 14	1

# Values run as follows: mHTT CaM bind	Pf apPOL inh
N#Cc1c(-c2cccc(Cl)c2Cl)c(C#N)c2nc3ccccc3n2c1N
 : -56	-11
O=S(=O)(c1ccc2nc(-c3ccccc3)[nH]c2c1)N1CCc2ccccc21
 : 10	7
Cc1cccn2c(=O)c3cc(C(=O)NCc4cccnc4)c(=N)n(Cc4ccco4)c3nc12
 : 9	-11
COC(CNC(=O)CCNC(=O)c1ccc(Br)o1)OC
 : -4	-6
CCn1cnc2sc(C(=O)Nc3ccccn3)c(C)c2c1=O
 : 0	-10
Cc1ccc2[nH]c3c(cc(O)c4c(=O)c5ccccc5c(=O)c43)sc2c1
 : 4	2
Cc1ccc(C2CC(C(F)(F)F)n3nc(C(=O)N4CCN(c5ccccc5)CC4)cc3N2)cc1 (stereo unspecified)
 : 90*	-11
Cc1ccc2nc(-c3ccc(C)o3)c(NC(=O)CC(C)(C)C)n2c1
 : 14	0
COc1nc(-c2ccccc2)c2cc(Br)ccc2n1
 : -8	-3
Cc1cccc(-n2nc3c(c2NC(=O)Cc2ccc(F)cc2)CS(=O)C3)c1C (stereo unspecified)
 : -3	-4

# Values run as follows: mHTT CaM bind	Pf apPOL inh
CCc1ccc(-n2c(CSc3nnnn3-c3ccccc3)nc3ccccc3c2=O)cc1
 : 3	-8
CC(C)(C)c1nnc(Nc2cccc(F)c2)[nH]c1=O
 : 4	-1
CCc1nnc(NC(=O)c2c(F)c(F)c(F)c(F)c2F)s1
 : 1	-1
COc1cccc(C2=NN(C(=O)c3cccc(Cl)c3)C(O)(C(F)(F)F)C2)c1 (stereo unspecified)
 : -38	8
CCCOc1ccc(N2CC(C(=O)Nc3nccs3)CC2=O)cc1 (stereo unspecified)
 : 1	1
COCC(=O)Nc1cccc(-c2nc3ncccc3o2)c1
 : 4	-2
CCCN1C[C@H](CSC)C[C@@H]2c3cccc4[nH]cc(c34)C[C@H]21
 : .	2
COc1cc(C(=O)NCC(c2ccc(F)cc2)N2CCOCC2)cc(OC)c1OC (stereo unspecified)
 : -10	-3
CCc1ccc(NC(=O)c2ccc(F)c(S(=O)(=O)NC3CCCCC3C)c2)cc1 (stereo unspecified)
 : 2	2
Cc1nccn1-c1cc(N2CCC(C(=O)Nc3cccc4nsnc34)CC2)ncn1
 : 2	-1

# Values run as follows: mHTT CaM bind	Pf apPOL inh
C=CCSc1nnc2c(n1)OC(c1ccc(Br)o1)N(C(C)=O)c1ccccc1-2 (stereo unspecified)
 : 46	-22
CCOc1ccc(C(=O)NC2CCCC2)cc1
 : -1	-2
COc1ccc(OC)c(-c2cn3ccn(-c4cccc(Cl)c4)c(=O)c3n2)c1
 : 5	-4
Cc1ccc(CNC(=O)c2ccc(-c3nc4cccnc4n(C)c3=O)cc2)cc1
 : 0	0
CCn1nccc1C(=O)N1CC2CC(NS(=O)(=O)c3ccccc3)C1C2 (stereo unspecified)
 : -3	-4
Cc1cc(O)ccc1NC(=O)c1ncn[nH]1
 : 14	3
CCCCCc1cnc(-c2ccc(C#N)cc2)nc1
 : .	-4
Cc1ccc(C)c(NCc2cccc([N+](=O)[O-])c2)c1
 : 45	-1
O=C(O)c1ccccc1Sc1c(C(=O)O)cc([N+](=O)[O-])cc1[N+](=O)[O-]
 : .	3&3
COc1ccc(C(=O)NC(=Nc2c(C)cccc2C)SC)cc1
 : .	-6

# Values run as follows: mHTT CaM bind	Pf apPOL inh
CCN1CCN(c2cc(Oc3ccccc3F)ncn2)CC1
 : 1	-6
O=S1(=O)c2ccc(Br)cc2O[C@H]2CCN1C2
 : -14	-1
COc1ccc(-c2nc3cc(N=Cc4cccc(OC)c4O)ccc3o2)cc1
 : 1	2
Cc1noc(C)c1C(=O)Nc1ccccc1F
 : -5	-1
CCOc1ccc(CNC(=O)C(C)C2CCN(S(=O)(=O)c3cccs3)CC2)cc1 (stereo unspecified)
 : 5	1
O=S(=O)(Nc1ccc2c(c1)OCCO2)c1ccc(Br)cc1
 : -6	-1
Cc1cc(C(=O)NCc2ccc(F)cc2)nc2cc(-c3ccccc3)nn12
 : -86	-9
O=S(=O)(NCc1ccccn1)c1ccc(Br)cc1Br
 : -5	-61
CC(/C=C1\N=C(c2ccc(Cl)c([N+](=O)[O-])c2)OC1=O)=C\c1ccccc1
 : 4	2
CCc1ccc(O)c(N=Cc2cc([N+](=O)[O-])ccc2O)c1
 : 30	-4

# Values run as follows: mHTT CaM bind	Pf apPOL inh
CCn1nnnc1-c1ccc(OC)c(S(=O)(=O)Nc2cccc(Br)c2)c1
 : 10	-4
CS(=O)(=O)N(CC(=O)Nc1ccccc1F)c1ccc(I)cc1
 : -1	-4
Cc1ccc(-c2nc3ccccc3o2)cc1NC(=O)c1cccc(Cl)c1Cl
 : -7	3
Cc1ccc(NC(=O)CSc2nc(C(F)(F)F)cc(=O)[nH]2)cc1C
 : -4	-8
COc1ccc(CNC(=O)C2CCN(c3cncnc3N3CCCCC3)CC2)cc1
 : 17	-3
CCOC(=O)Sc1ccc2ccccc2c1
 : .	-9
COc1cc(CNc2ccc(F)c(F)c2)cc([N+](=O)[O-])c1O
 : 16	4
Cc1ccc(S(=O)(=O)N2CCC(c3nc(C(=O)N4CCOCC4)c(C)o3)CC2)cc1C
 : 12	-2
O=C(CCCc1ccccc1)Nc1ccc(C(=O)O)cc1
 : -2	-5
Cc1ccc(C2c3ccsc3CCN2C(=O)CN(C(=O)C(C)Cl)C2CC2)cc1 (stereo unspecified)
 : 25	-6

# Values run as follows: mHTT CaM bind	Pf apPOL inh
CCOc1ccc(Nc2nc(N3CCOCC3)nc(N3CCOCC3)n2)cc1
 : -2	-9
O=C1c2ccccc2NC(c2ccccc2O)N1Cc1ccco1 (stereo unspecified)
 : 5	-2
Cc1cc(C)cc(NC(=O)c2cc3n(n2)CCCN(Cc2ccc(F)cc2)C3=O)c1
 : 9	12
CCOC(=O)CCC(=O)Nc1ccc2c(c1)CCCN2C(=O)c1ccccc1
 : -14	-6
CCN(CCNC(=O)C1CCN(c2nnc3ccc(Cl)cn23)CC1)c1ccccc1
 : 14	-1
N#CC(N)=C(C#N)N=Cc1ccccc1[N+](=O)[O-]
 : .	-2
CC(C)C(=O)NCc1csc(C2CCCN(C(=O)c3ccc(F)c(Cl)c3)C2)n1 (stereo unspecified)
 : 17	-3
COc1cccc(CN2CCN(C(=O)c3cccs3)CC2)c1
 : -1	0
CSc1nnc(-c2nn(C)c3c2CN(C(C)=O)CC3)n1C
 : 0	-1
CCN(CCCNC(=O)c1cc(-c2cccnc2)nc2ccccc12)c1cccc(C)c1
 : 14	-11

# Values run as follows: mHTT CaM bind	Pf apPOL inh
CC(C)c1nnc2n1CCN(C(=O)c1n[nH]c3c1CCCC3)C2
 : 2	-7
O=C(c1ccc(-n2nnc3ccccc3c2=O)cc1)N1CC=C(c2ccccc2)CC1
 : 23	-5
OCC1(CO)CSC(Nc2ccc(F)cc2)=N1
 : .	-1
O=C(O)CC1SC(=Nc2cccc(O)c2)NC1=O (stereo unspecified)
 : -6	-18
CCOC(CNc1nc(C)nc2sc3c(c12)CCCC3)OCC
 : 1	-10
COc1ccccc1NC(=O)N1CCCC1c1ccc(F)cc1 (stereo unspecified)
 : -9	-3
CN(C)CCCNCc1ccc2c(c1)OCO2
 : -2	0
O=C(Nc1ccc(-c2nc3ccccc3o2)c(O)c1)c1ccccc1
 : 4	2
O=C(CN1CCN(c2ccc([N+](=O)[O-])c(N3CCOCC3)c2)CC1)N1CCOCC1
 : 8	-4
COc1nccnc1N1CCC(N(C)C(=O)c2ccc(C#N)cc2)C1 (stereo unspecified)
 : 4	0

# Values run as follows: mHTT CaM bind	Pf apPOL inh
Cc1cc(C)n2nc(SCC(N)=NO)nc2n1
 : .	18
CCOCCCN1COc2ccc3c(=O)c(-c4ccccc4)coc3c2C1
 : -1	2
Cc1ccc(S(=O)(=O)N=Cc2cc(Br)ccc2O)cc1
 : 21	-4
Cc1ccc(N2C(=O)c3ccc(Cl)cc3C2=O)cc1
 : -7	2
CC(=O)N1CCc2cc(Br)cc(S(=O)(=O)CC(=O)N3CCc4ccccc43)c21
 : 4	2
COc1ccc(COc2cc(-c3cccc(OC)c3)nc3ccc(NC(=O)c4ccc(Cl)cc4)cc23)cc1
 : -1	-6
CC(CCc1ccccc1)NC(=O)c1cc2ccccc2o1 (stereo unspecified)
 : 21	-4
CCOc1ccc(C(=O)N2CCN(C(=O)C3CC3c3ccc(F)cc3)CC2)cc1 (stereo unspecified)
 : -1	-17
c1ccc(CCNc2nc(-c3ccccc3)nc3ccccc23)cc1
 : 23	0
COc1cc(/C=C/C(=O)O)cc(S(=O)(=O)N2CCc3ccccc3C2)c1OC
 : 6	2

# Values run as follows: mHTT CaM bind	Pf apPOL inh
NNC(=O)c1n[nH]c2c1CCCC2
 : -2	-8
O=C(Nc1nc2ccc(Cl)cc2s1)c1ccc([N+](=O)[O-])cc1Cl
 : 9	4
c1ccc(N2CCN(CN3CCN(c4ccccc4)CC3)CC2)cc1
 : -2	.
CCC(C)NC(=O)COc1ccc(OC)cc1 (stereo unspecified)
 : -4	8
Cc1ccc(CNC(=O)C(=O)Nc2cccc(C)c2)cc1
 : -5	0
CCc1nc2c(c(=O)n1CC(=O)Nc1ccc(C)cc1F)CN(Cc1ccccc1)CC2
 : -6	25
N#Cc1c2c(c(N3CCN(CCO)CC3)n3c1nc1ccccc13)CCCC2
 : 0	-1
COc1ccc(C(=O)Nc2c3c(nn2-c2ccc(F)cc2)CSC3)cc1
 : 28	-3
Cc1nc(N=C(NC(=O)Nc2ccccc2)NC(=O)Nc2ccccc2)nc2ccccc12
 : 5	-2
O=C(Nc1ccc2c(c1)CCC2)c1cc(N2CCOCC2)nc2ccccc12
 : 7	-6

# Values run as follows: mHTT CaM bind	Pf apPOL inh
CCCNC(=O)C(=O)NCC1CCN(C)CC1
 : -8	-9
O=C(c1nccc2ccccc12)N1CCc2c(nc(-c3ccc(F)cc3)[nH]c2=O)C1
 : 1	-2
CC(C)(C)n1ccc(-c2cc(F)cc(F)c2O)n1
 : .	2
O=C(/C=C/c1ccccc1)Nc1ncc(Cc2ccccc2Cl)s1
 : -2	-2
CSc1ccc(CNC(=O)C2(c3ccc(NS(C)(=O)=O)cc3)CCCCC2)cc1
 : 6	-5
Cc1ccccc1-n1nc2c(c1NC(=O)C1CCCC1)CSC2
 : 3	-5
Cc1ccccc1-n1nc2c(c1NC(=O)c1ccc(F)cc1)CS(=O)C2 (stereo unspecified)
 : -1	-2
O=c1c2ccccc2c2ccccc2c(=O)n1Cc1ccccn1
 : -2	-5
CCN(CC)CCN1C(=O)c2ccccc2C1C(=O)NC1CCCCCC1 (stereo unspecified)
 : -3	-13
O=C(Nc1ccc(Br)cn1)c1cccc(Cl)c1Cl
 : -2	5

# Values run as follows: mHTT CaM bind	Pf apPOL inh
O=C(NCC1CCN(S(=O)(=O)C2CC2)CC1)c1ccc2nsnc2c1
 : -8	-5
COc1ccc([N+](=O)[O-])cc1NCc1ccccc1F
 : -46	-1
COc1ccc(-c2cc(C(=O)Nc3cnn(Cc4ccc(Cl)cc4Cl)c3)no2)cc1OC
 : 8	-2
O=C(Nc1cccc(Cl)c1)c1ccc(Cn2cncn2)cc1
 : -3	-5
O=C(NCc1ccc(Cl)cc1)NCC(O)c1cccs1 (stereo unspecified)
 : -10	0
Cc1ccc(-c2c(C(=O)NC(C)C)nc3ccccn23)cc1
 : -10	-6
CC1(C)Cc2cccc(OCc3ccc(C(=O)NC4CCCC4)cc3)c2O1
 : 2	-5
CCNC(=O)NC1CCN(c2ccc(C)c(C)c2)C1=O (stereo unspecified)
 : -4	3
Cc1cccc(NC(=O)c2csc(-c3ccc(N4CCCC4)nc3)n2)c1
 : -3	2
Cc1ccc(CNC(=O)C2CC(=O)N(c3ccc4oc(C)nc4c3)C2)cc1 (stereo unspecified)
 : -4	0

# Values run as follows: mHTT CaM bind	Pf apPOL inh
Cc1ccc(-c2nc(S(=O)(=O)c3ccc(C)cc3)c(NCc3ccco3)o2)cc1
 : -2	0
CC(=O)Nc1cccc(NC(=O)CCCC(=O)O)c1
 : 4	0
CCOC(=O)c1sc(-c2ncc(C(F)(F)F)cc2Cl)nc1C
 : .	1
COCc1noc(C2CCCCN2C(=O)c2ccc3ccccc3n2)n1 (stereo unspecified)
 : -4	-2
CC(=O)NC(Cc1ccccc1)c1nnc(N2CCCCC2)o1 (stereo unspecified)
 : -7	0
COc1ccc(NC(=O)C(=O)NCC2CCCO2)cc1 (stereo unspecified)
 : -4	-1
CN1CCN(C(=O)c2ccccc2N2CCC(NC(=O)C3CCC3)CC2)CC1
 : -5	0
Cc1ccc(NC(=O)OCCN2CCN(S(=O)(=O)c3ccc(C)cc3)CCC2=O)cc1
 : 15	-5
COc1cccc(N2CCN(CC3CC4C=CC3C4)CC2)c1 (stereo unspecified)
 : 12	-3
